Screening results from PubChem BioAssay.
EWS-Fli inh = EWS/Fli-driven NR0B1 reporter inhibitors, primary screen, A673 cells, NR0B1 luciferase, luminescence, MLPCN library. viability-normalised. inhibition, % at 12.6 µM. 0.67% of 350,000 active. AID 651661, 2012;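 active = mean inhibition of at least 50% after viability correction, with every replicate also passing that limit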;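 note: firefly luciferase signal divided by Alamar Blue viability fluorescence both relative to DMSO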
PAX8 reporter = inhibitors of PAX8-driven TPO luciferase reporter, primary screen, RMG-I cells, single concentration; SteadyGlo, 24 h; inhibition, % at 12.6 µM; 1.2% of 360,000 active;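 active = mean replicate inhibition at least 60% with every replicate also reaching 60%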;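 note: luciferase light reporting Pax8 driven TPO promoter activity; plate controls were median of neutral control wells for no effect and mitoxantrone controls for full effect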
FN deposition inh = inhibitors of fibronectin matrix deposition, primary screen, AH1F cells, Alexa488-fibronectin fluorescence, plate reader; AH1F fibroblasts, overnight; inhibition, % at 12.6 µM; 0.086% of 350,000 active;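 active = mean inhibition across replicates of 30% or more, regardless of how many single replicates reach that level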;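 note: positive control wells lacked labelled fibronectin entirely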
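Measured by – fluorescence 485/525 nm · System – AH1F fibroblast monolayer, labelled fibronectin deposition · Amount – 10000 cells per well · Buffer or medium – serum-reduced DMEM (2% serum) · Doses – single dose, pinned · Also added – fluorescent fibronectin at 24 nM final · Schedule – 1 h cell attachment, overnight exposure to compound and label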
S100A4 MyoIIA = inhibitors of S100A4-myosin IIA peptide binding, primary screen, biochemical, fluorescence polarization, TAMRA-MyoIIA peptide; Protein S100-A4 (Homo sapiens), P26447; inhibition, % at 10.7 µM; 0.14% of 360,000 active;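 active = mean inhibition of at least 70% across replicates, with every replicate also reaching that level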
Target sequence (P26447 whole entry, looked up): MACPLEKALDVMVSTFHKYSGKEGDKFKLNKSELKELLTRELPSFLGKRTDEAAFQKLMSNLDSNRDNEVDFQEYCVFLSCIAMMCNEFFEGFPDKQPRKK
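incubation = readout 5 min after mixing, signal stable up to 60 min | system = S100A4 monomer protein | buffer or medium = HEPES pH 7.2 with CaCl2, KCl, NaCl, DTT, Triton | benchmarks = neutral control DMSO, positive control TFP | also added = fluorescent myosin IIA peptide, 5 nM | compound dosing = one concentration per compound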
PGC1a acetyl inh = inhibitors of PGC1a acetylation signal, primary screen, cell-based, U2OS, AlphaScreen, inhibitor mode; AlphaScreen anti-acetyl-lysine; with virally co-expressed GCN5 acetyltransferase; inhibition, % at 15.6 µM; 0.17% of 350,000 active;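 active = every replicate shows inhibition of at least 40%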;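 note: 0% = neutral control wells and 100% = positive control wells; some results beyond the cut were filed as inactive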
LGR2 inh = inhibitors of bursicon-induced LGR2 CRE-luciferase signal, primary screen, cell-based, HEK293, CRE-luciferase reporter, bursicon stimulation; AID 720647, 2013; bursicon-stimulated, 4 h; Drosophila bursicon receptor LGR2 (rickets); inhibition, % at 9.99 µM; 0.35% of 380,000 active;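 active = drop in luminescence signal, shown as inhibition above about 50% in the replicate tests, limit read from the data, passing the limit was not always enough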;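 note: agonist challenge used bursicon conditioned medium at about half maximal strength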
ERAP1 inh = human ERAP1 aminopeptidase inhibitors, primary screen, biochemical, single point, plate reader; inhibition, % at 10.7 µM; Endoplasmic reticulum aminopeptidase 1 (Homo sapiens), Q9NZ08; recombinant ERAP1, Leu-AMC fluorescence, 60 min; 0.15% of 340,000 active;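 active = mean replicate inhibition of at least 30%, or all replicates individually reaching that 30% level; inactive = mean below 30% and not every replicate reaching it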;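 note: 0% = neutral control wells and 100% = L-leucinethiol positive control wells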
Target sequence (Q9NZ08 whole entry, looked up): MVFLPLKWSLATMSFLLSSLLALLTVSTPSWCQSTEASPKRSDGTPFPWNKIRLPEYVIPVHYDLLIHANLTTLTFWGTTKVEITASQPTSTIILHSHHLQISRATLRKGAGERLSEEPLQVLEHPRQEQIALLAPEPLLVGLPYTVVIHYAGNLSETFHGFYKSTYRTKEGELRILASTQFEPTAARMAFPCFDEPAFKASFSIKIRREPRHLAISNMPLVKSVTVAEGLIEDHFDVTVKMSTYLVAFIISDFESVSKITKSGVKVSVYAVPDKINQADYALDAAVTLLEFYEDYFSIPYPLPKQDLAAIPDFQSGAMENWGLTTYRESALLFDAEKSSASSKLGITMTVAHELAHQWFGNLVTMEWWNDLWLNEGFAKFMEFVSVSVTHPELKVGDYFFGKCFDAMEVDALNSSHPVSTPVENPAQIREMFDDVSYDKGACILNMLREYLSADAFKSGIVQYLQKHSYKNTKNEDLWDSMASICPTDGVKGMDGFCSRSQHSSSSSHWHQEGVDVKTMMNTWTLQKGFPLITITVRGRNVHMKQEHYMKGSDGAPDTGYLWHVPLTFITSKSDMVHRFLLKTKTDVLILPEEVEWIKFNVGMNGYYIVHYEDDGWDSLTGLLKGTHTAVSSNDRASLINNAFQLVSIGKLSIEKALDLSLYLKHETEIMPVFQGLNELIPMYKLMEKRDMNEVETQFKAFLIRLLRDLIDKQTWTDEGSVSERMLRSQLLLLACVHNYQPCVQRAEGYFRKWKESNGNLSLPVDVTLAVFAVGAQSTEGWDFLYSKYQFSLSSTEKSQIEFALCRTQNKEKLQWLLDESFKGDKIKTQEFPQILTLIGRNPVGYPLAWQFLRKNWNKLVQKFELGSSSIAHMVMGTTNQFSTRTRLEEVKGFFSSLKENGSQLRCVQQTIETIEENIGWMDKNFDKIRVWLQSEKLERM
PglD inh = C. jejuni PglD acetyltransferase inhibitors, primary screen, biochemical, DTNB colorimetric, single point | UDP-N-acetylbacillosamine N-acetyltransferase PglD (Campylobacter jejuni) | 0.098% of 360,000 active | inhibition, % at 12.5 µM | purified PglD enzyme, DTNB colorimetric CoA detection; in the data active = inhibition above about 16%, passing the limit was not always enough; note: strong numbers were not always called active
The depositor's hits bear a star; . = not tested or not shown.

SMILES	EWS-Fli inh	PAX8 reporter	FN deposition inh	S100A4 MyoIIA	PGC1a acetyl inh	LGR2 inh	ERAP1 inh	PglD inh
COc1ccc2nc(C)cc(NCCN3CCOCC3)c2c1	9	-12	3	3	-1	-15	3	0
Cc1ccc(/C=C/C(O)=C2/C(=O)N(C)C3(C)CC2c2ccccc2O3)cc1 (centres undefined)	.	44	4	.	13	.	.	-6
N[C@H]1CC[C@H](CCn2cc(-c3cccc(F)c3)nn2)O[C@@H]1CO	-16	-4	2	0	-3	-11	4	-2
CCOc1cc(C(=O)NCCc2ccc(S(N)(=O)=O)cc2)cc(OCC)c1OCC	22	14	2	2	3	-4	0	-1
CN(C)c1ccc(-n2cccc2/C=C/[N+](=O)[O-])cc1	20	72*	.	18	9	.	-4	-6
C[C@H]1CN([C@@H](C)CO)S(=O)(=O)c2ccc(-c3ccccc3)cc2O[C@@H]1CN(C)Cc1cncnc1	5	-19	.	-1	-8	6	-1	-3
Cc1cc(NS(=O)(=O)c2ccccc2)no1	-1	-9	.	1	-4	-3	3	1
CCSC1=C(C#N)C(c2ccc(C)o2)CC(=O)N1 (centres undefined)	12	7	-12	-2	.	14	2	.
Cc1ccc(C)c(S(=O)(=O)N2CCN(C(=O)Cc3c(F)cccc3Cl)CC2)c1	10	6	2	1	-3	8	-2	4
CCOC(=O)c1ccc(NC(=S)NCCc2ccc(F)cc2)cc1	-8	5	-3	3	-7	16	6	.
C=C1SC(=Nc2c(C)cccc2Cl)N(C(=O)c2sc3ccccc3c2Cl)C12CCCCC2	0	14	-1	0	.	7	3	6
O=C([C@H]1[C@H](CO)[C@H]2Cn3c(ccc(-c4ccncc4)c3=O)[C@@H]1N2Cc1cccnc1)N1CCOCC1	1	.	.	2	.	8	2	2
CC(=O)c1ccccc1NC(=O)CN1C(=O)CS/C1=C\c1nc(-c2ccc(C)cc2)cs1	-4	-2	-12	-1	-1	31	-1	.
Cc1ccccc1OCC(=O)Nc1cnn(CCCC(=O)O)c1	-1	3	-4	2	.	7	-6	1
Cc1ccccc1-c1nnc(Cc2ccccc2)o1	-37	-156	-7	6	.	-71	-2	.
O=C(O)/C=C\c1cc2c(cc1[N+](=O)[O-])OCO2	7	-10	5	-7	1	1	3	-2
CC/C(O)=C1\C(=O)CC(c2ccccc2)CC1=NCCC(=O)O (centres undefined)	11	0	3	0	.	2	-1	.
OCC(O)/C=N/Nc1nc(Nc2ccccc2)nc(Nc2ccccc2)n1 (centres undefined)	6	-33	8	7	2	-31	-5	2
CCC(=O)Nc1ccc(NC(=O)CSc2nnnn2-c2ccc(OC)cc2)cc1	7	4	13	9	37	3	-2	-1
Cc1cnc(=O)[nH]c1SCC(=O)Nc1nccs1	3	7	5	2	.	1	-5	-2
O=C(CSc1nc2c(oc3ccccc32)c(=O)n1CC1CCCO1)NCc1ccccc1 (centres undefined)	-3	-2	8	12	-1	-6	-3	2
Cc1cc(C)n(C2CCCCC2OC(=O)c2ccccc2F)n1 (centres undefined)	.	-8	-5	.	-8	.	.	-4
O=C(CC(F)(F)F)N1C[C@H]2[C@@H](c3ccccc31)[C@H](CO)N2C(=O)C1CCCC1	0	4	1	4	-5	-5	-2	7
O=C(O)C[C@H]1C[C@H]2c3cc(NC(=O)CC4CC4)ccc3O[C@H]2[C@@H](CO)O1	1	-6	3	-5	4	-19	-2	1
Cc1c(N/C=C/C(=O)C(F)(F)F)c(=O)n(-c2ccccc2)n1C	7	-1	7	-4	-6	-18	2	-7

Next records.
SMILES	EWS-Fli inh	PAX8 reporter	FN deposition inh	S100A4 MyoIIA	PGC1a acetyl inh	LGR2 inh	ERAP1 inh	PglD inh
Cc1csc(NC(=O)c2ccc(=O)[nH]c2)n1	5	-15	-1	4	-1	-12	2	-7
COc1ccc2c(c1)OC[C@H]1[C@H]2N2C(=O)CN(CC3CCCO3)C(=O)[C@@]2(C)[C@H]1c1ccccc1 (some centres undefined)	-7	0	3	-1	-21	5	.	-2
CCOc1ccc2oc(C(=O)OCC(=O)N3CC(C)OC(C)C3)c(C)c2c1 (centres undefined)	-3	0	2	-3	-2	-17	0	-1
CCCC(=O)Nc1ccc2c(c1)C(=O)N(C)[C@H]1CC[C@H](CC(=O)NCCCN(C)C)O[C@@H]1CO2	-3	3	-5	-11	1	-3	0	4
O=C(NCC[C@H]1CC[C@@H](NS(=O)(=O)c2ccc(F)cc2)[C@H](CO)O1)Nc1ccc(Cl)cc1	-15	4	4	-49	-9	-15	2	3
COc1cc(/C=N/NC(=O)CCNC(=O)c2ccccc2Cl)ccc1O	-6	-11	13	0	.	-2	-1	.
Cc1ccccc1S(=O)(=O)N(C)C[C@H]1OCc2ccccc2-c2c(n(C)c3ccccc23)C(=O)N([C@H](C)CO)C[C@@H]1C	0	.	3	-5	-8	11	0	0
C=C(C)c1cccc(C(C)(C)NC(=O)Nc2ccc(OC)cc2)c1	-2	-10	-3	9	.	-7	-3	-1
O=c1[nH]cnc(O)c1C1C=CC=CC=C1	0	13	.	-4	2	-13	3	2
COc1ccc2[nH]c(-c3cccc(F)c3)cc(=O)c2c1	30	-6	0	7	6	-31	.	-5
Cc1cc(C(=O)NNC(=O)c2cccc(S(=O)(=O)N3CCOCC3)c2)c2ccccc2n1	0	-6	-2	-4	1	1	-3	-1
CCOC(=O)c1cnc(SCC(=O)NNC(=O)c2ccco2)nc1N	0	-5	6	-4	-10	-1	-1	.
Cc1noc(C)c1NC(=O)N(C)C[C@@H]1OCCCC[C@@H](C)Oc2ccc(NC(=O)CCC(F)(F)F)cc2C(=O)N([C@H](C)CO)C[C@@H]1C	-18	-2	.	-1	-9	6	0	-2
CN(C)c1nc(NNC(=O)c2ccccc2)nc(N(C)C)n1	-8	-11	-1	7	6	-3	-3	4
C[C@H](CO)N1C[C@H](C)[C@H](CN(C)Cc2ccc3c(c2)OCO3)Oc2ccc(NC(=O)Cc3cn(C)c4ccccc34)cc2C1=O	21	23	-1	20	2	24	1	2
CCOC(=O)N1CCN(CC(O)c2ccc3c(c2)CCN3)CC1 (centres undefined)	11	.	.	18	7	0	-1	3
O=C(/C=C/c1ccco1)N1CCN(c2ccccc2)CC1	0	-2	-1	-11	.	6	-1	2
CC(C)N(C(=O)COC(=O)[C@H](C)NC(=O)c1ccco1)c1ccccc1	10	20	.	-14	-2	15	2	.
CC(C)CC#Cc1ccc2c(c1)O[C@H](CN(C)Cc1cccnc1)[C@H](C)CN([C@@H](C)CO)S2(=O)=O	8	.	8	-28	3	-8	0	0
O=C(Nc1ccc(F)cc1)N1CCCCN2[C@H](CO)[C@@H](c3ccc(-c4ccncc4)cc3)[C@@H]2C1	2	19	.	-3	-5	-4	0	-1
CCOC(=O)C1CC2=C(CCCC2=O)NC1=O (centres undefined)	-13	-14	-2	-4	.	0	.	3
CO[C@H]1CN(C)C(=O)c2ccc(NC(=O)C3CCC3)cc2OC[C@@H](C)N(Cc2ccncc2)C[C@@H]1C	-3	5	.	15	.	5	0	-2
OCCNCC12CC3CC(CC(C3)C1)C2	4	14	.	-2	2	11	-17	.
O=C(Nc1ccccc1N1CCCC1)c1ccc([N+](=O)[O-])o1	28	77*	9	-9	-3	12	4	-2
Cc1csc(NC(=O)c2ccc3c(=O)n4c(nc3c2)CCCCC4)n1	-91	-121	-6	1	.	-87	1	.

Molecules above that contain an NH in an aromatic ring, in the order listed:
SMILES	EWS-Fli inh	PAX8 reporter	FN deposition inh	S100A4 MyoIIA	PGC1a acetyl inh	LGR2 inh	ERAP1 inh	PglD inh
Cc1cnc(=O)[nH]c1SCC(=O)Nc1nccs1	3	7	5	2	.	1	-5	-2
Cc1csc(NC(=O)c2ccc(=O)[nH]c2)n1	5	-15	-1	4	-1	-12	2	-7
O=c1[nH]cnc(O)c1C1C=CC=CC=C1	0	13	.	-4	2	-13	3	2
COc1ccc2[nH]c(-c3cccc(F)c3)cc(=O)c2c1	30	-6	0	7	6	-31	.	-5

Going on with the list.
SMILES	EWS-Fli inh	PAX8 reporter	FN deposition inh	S100A4 MyoIIA	PGC1a acetyl inh	LGR2 inh	ERAP1 inh	PglD inh
CO[C@H]1CN(C)C(=O)c2cc(NS(C)(=O)=O)ccc2OC[C@H](C)N(C)C[C@@H]1C	-7	9	-12	-1	-31	10	-2	-1
COc1ccc(S(=O)(=O)Nc2ccc3c(c2)C(=O)N([C@@H](C)CO)C[C@H](C)[C@@H](CN(C)CC2CCCCC2)O3)cc1	0	2	.	-4	-6	-16	1	9
COc1ccc2c3c([nH]c2c1)[C@H](CO)N(C)CC31CCN(C(=O)c2ccccn2)CC1	-10	.	-12	2	1	-24	2	.
CCn1cc(/C=C(\NC(=O)c2cc(OC)c(OC)c(OC)c2)C(=O)NCCN2CCOCC2)c2ccccc21	.	4	-13	-2	13	1	0	.
O=c1c2c(O)cc(O)cc2oc2c(O)ccc(O[C@H]3O[C@@H](CO)[C@H](O)[C@@H](O)[C@@H]3O)c12	-3	-1	-2	0	.	-4	1	0
O=C(NCc1ccco1)C1CCN(S(=O)(=O)c2cccc3cccnc23)CC1	-2	15	-5	7	.	0	-1	-2
CC(=O)Nc1cccc(Oc2ccc(-c3noc(C)n3)cc2)c1	.	-108	5	.	-14	.	.	-5
C/C=C/c1ccc([C@H]2[C@@H](CO)N(CCC)[C@H]2CN(CC)C(=O)c2ccccn2)cc1	.	.	-9	-44	.	1	2	.
CCCCCn1c(=O)c2ccccc2n2c(=S)[nH]nc12	0	-12	-4	-9	-10	-16	1	-1
CCC(CC)c1nnc(NC(=O)CS(=O)(=O)c2ccc(C)cc2)s1	-1	-12	5	-2	1	17	-4	2
Cc1ccc(S(=O)(=O)N(C)C[C@@H]2OCCCC[C@H](C)Oc3ccc(NS(=O)(=O)c4cn(C)cn4)cc3C(=O)N([C@@H](C)CO)C[C@H]2C)cc1	-7	-21	0	0	-1	19	2	3
N#C[C@H]1[C@H](c2ccc(C3=CCCC3)cc2)[C@H](CO)N1C(=O)NC1CCCC1	4	-8	3	-8	-12	10	1	-4
Cc1ccccc1C(=O)N1CCC[C@@H]1C(=O)N1CCC[C@H]1C(=O)NCc1ccccc1	-11	-21	4	4	.	7	0	.
Cc1cccc(Cl)c1NC(=O)N1CCN(c2ccnc3cc(Cl)ccc23)CC1	3	7	6	-2	.	-2	1	.
O=C(N/N=C/c1ccc(Cl)s1)C(O)c1ccccc1 (centres undefined)	0	-19	5	0	17	-8	1	2
C[C@@H]1CN([C@@H](C)CO)C(=O)c2cccc(NC(=O)NC3CCCCC3)c2O[C@@H]1CN(C)Cc1ccc(Cl)c(Cl)c1	3	.	.	-2	21	8	-1	1
Cc1ccc(S(=O)(=O)Nc2ccc3c(c2)CC(=O)N([C@@H](C)CO)C[C@@H](C)[C@H](CN(C)Cc2ccccc2)O3)cc1	8	3	.	4	-5	10	-9	-1
Cc1ccc(C(C(=O)NC2CCCCC2)N(CCCN2CCOCC2)C(=O)c2snc(C(N)=O)c2N)cc1 (centres undefined)	7	7	-3	1	.	-5	0	-4
CC(C)(Sc1cc(C(C)(C)C)c(O)c(C(C)(C)C)c1)Sc1cc(C(C)(C)C)c(O)c(C(C)(C)C)c1	-6	13	9	16	.	5	-1	4
